Screening results: PubChem, National Center for Advancing Translational Sciences (NCATS)
RXFP1 agonist = RXFP1 (human) receptor agonism; Potency, µM (highest dose often 57.5 µM), inactives show at the top dose activation, actives largely listed as activators; AID 2676; HEK293T-RXFP1 cAMP TR-FRET, 30 min; response scale: percent of porcine relaxin response, buffer zero; 370,000 compounds, 0.3% hits; Q9HBX9; also: potency is read from the fitted curve at half-maximal effect; % is scaled to controls: 0 for no effect and ±100 for the full control effect; nearly all actives have a fitted effect of over 60% in size; many of its hits are not listed in these tables
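HEK293 cells stably expressing RXFP1, treated 30 min at 37C with compounds plus PDE4 inhibitor Ro 20174; cAMP measured by HTRF TR-FRET. Normalized to buffer and 29 nM porcine relaxin; EC50 by Hill fit.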
TRHR PAM = allosterically enhances the human TRH receptor; P34981; TRHR cells, fluo-8 calcium fluorescence, EC20 TRH enhancement; enhancement, % at 2 µM; 360,000 compounds, 0.66% hits; in the data active = enhancement above about 30%; also: 0% is about no effect
Target sequence (P34981 whole entry, looked up): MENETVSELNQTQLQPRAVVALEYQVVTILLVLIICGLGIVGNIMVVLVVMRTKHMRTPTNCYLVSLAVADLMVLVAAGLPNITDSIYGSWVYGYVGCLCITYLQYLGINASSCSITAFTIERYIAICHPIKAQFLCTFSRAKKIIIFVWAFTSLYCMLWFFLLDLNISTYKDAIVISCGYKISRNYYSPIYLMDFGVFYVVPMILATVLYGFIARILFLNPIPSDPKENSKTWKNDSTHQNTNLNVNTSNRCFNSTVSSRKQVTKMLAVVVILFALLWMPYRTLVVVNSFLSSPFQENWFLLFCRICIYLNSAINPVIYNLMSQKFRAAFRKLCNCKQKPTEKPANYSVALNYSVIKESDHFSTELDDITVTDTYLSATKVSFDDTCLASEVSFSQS
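TRHR-expressing cells loaded with fluo-8 calcium dye were read kinetically (ex 480/em 530) during compound addition, then stimulated with an EC20 of TRH (10 nM final). Enhancement of the Gq-mediated intracellular calcium response was scored.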
D1 PAM = enhances dopamine response at the human D1 receptor; P21728; potentiation, % at 10 µM; 360,000 compounds, 0.036% hits; HEK293 TREx D1 cells, calcium flux, dopamine EC20 potentiation; in the data active = potentiation above about 30%; also: 0% is about no effect
Target sequence (P21728 whole entry, looked up): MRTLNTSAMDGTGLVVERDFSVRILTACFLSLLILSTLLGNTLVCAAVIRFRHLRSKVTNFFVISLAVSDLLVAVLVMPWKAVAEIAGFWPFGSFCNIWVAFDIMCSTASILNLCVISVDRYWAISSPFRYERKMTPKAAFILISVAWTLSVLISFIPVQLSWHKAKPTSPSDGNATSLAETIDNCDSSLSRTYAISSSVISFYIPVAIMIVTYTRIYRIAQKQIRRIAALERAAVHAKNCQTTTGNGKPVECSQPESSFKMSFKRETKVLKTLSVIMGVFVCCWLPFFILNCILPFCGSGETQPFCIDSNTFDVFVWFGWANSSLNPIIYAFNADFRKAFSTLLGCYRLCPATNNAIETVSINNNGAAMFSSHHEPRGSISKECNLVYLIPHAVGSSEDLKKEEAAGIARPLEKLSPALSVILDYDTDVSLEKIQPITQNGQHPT
D1 antag = antagonists of human D1 dopamine receptor; activity change, negative = inhibition, % at 10 µM; HEK293 TREx D1 cells, calcium flux, dopamine EC80; hits give low values; 360,000 compounds, 3.2% hits; in the data active = activity change below about -30%; also: % is scaled to controls: 0 for no effect and ±100 for the full control effect
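After overnight tetracycline induction at 30 C, force-coupled D1 HEK293 cells took up a no-wash calcium dye at room temperature. Compounds were added and monitored 180 s, and the response to EC80 dopamine was then recorded.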
Anesthetic bind = binds horse apoferritin like a general anesthetic. P02791. apoferritin/1-aminoanthracene competitive binding, fluorescence. Potency, µM (highest dose often 77.5 µM), without a hit: top-dose activity change, negative = displacement, usual class: inhibitors. 350,000 compounds, 0.074% hits. AID 485281; also: potency is read from the fitted curve at half-maximal effect; % is scaled to controls: 0 for no effect and ±100 for the full control effect; nearly all actives have a fitted effect of over 20% in size
Target sequence (P02791 2-175 limits assumed): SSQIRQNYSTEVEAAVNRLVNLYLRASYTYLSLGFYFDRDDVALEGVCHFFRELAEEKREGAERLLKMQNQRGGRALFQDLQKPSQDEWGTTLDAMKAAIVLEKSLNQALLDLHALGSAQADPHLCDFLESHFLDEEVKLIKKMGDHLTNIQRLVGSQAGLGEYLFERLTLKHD
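Horse-spleen apoferritin (10 uM) in 50% saturated 1-aminoanthracene in PBS was incubated 10 min at room temperature with compound. Fluorescence (ex 380, em 535 nm) was normalized to free and bound 1-AMA, with concentration-response fitted by a four-parameter Hill equation.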
TRHR ag = TRH receptor (human) agonism | TRHR cells, calcium flux fluo-8, FDSS agonist mode | activation, % at 2 µM | 360,000 compounds, 0.18% hits; in the data active = activation above about 30%; also: 0% is about no effect
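Agonist-mode FDSS calcium read (Ex 480/Em 530, 1 s cycles) in 1536-well TRHR cells with fluo-8 dye, after 10-cycle baseline and 23 nL compound addition; TRH at EC20 (10 nM final) added afterwards for the enhancer phase.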
D1 ag = agonists of human D1 dopamine receptor | P21728 | HEK293 T-REx D1 cells, calcium flux, agonist mode | activation, % at 2 µM | 360,000 compounds, 1% hits | AID 504660; in the data active = activation above about 30%; also: 0% is about no effect
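Tetracycline-induced HEK293 TREx D1 cells, force-coupled to calcium signalling, were dye-loaded with a no-wash calcium kit. Compound was pin-added after a 10 s baseline. Fluorescence was read kinetically at 1 cycle/s for 180 s, with calcium rises flagged as agonism.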
RXFP1 antag = blocks the human relaxin receptor RXFP1 | HEK293-RXFP1, relaxin-stimulated cAMP HTRF, 30 min; hits give low values | Q9HBX9 | 350,000 compounds, 0.59% hits | activity change, negative = inhibition, % at 57.5 µM | AID 1259400;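 active = activity change of -60% or lower, but not beyond a set lower limit; inconclusive = change between -60% and -40%, or beyond the set limit; inactive = change above -40%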; also: % is scaled to controls: 0 for no effect and ±100 for the full control effect
D2 PAM = positively modulates the human D2 dopamine receptor allosterically; P14416; HEK293 T-REx D2, calcium flux, EC20 dopamine potentiation; potentiation, % at 10 µM; 340,000 compounds, 0.34% hits;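 active = potentiation over 3 SD above the plate norm, cut at about 30% in these data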; also: 0% is about no effect
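Potentiation of an EC20 dopamine calcium response measured kinetically over 180 s, after a preceding 180 s compound-only read flagging agonists. Cells: inducible Hek293 Trex D2 line, 4000/well, cultured overnight at 30 C before dye loading.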
* = called active by the depositor; u = inconclusive; x = not tested or not shown; [ ] = dose if it differs, or a comment. Unless noted, calls follow the shape of the dose curve; as a rule, active = well fitted curve in the direction sought with a large enough effect; inconclusive = small, poorly fitted or top-dose-only effect, or another doubt; inactive = no such curve, though single readings can be large; an effect the other way counts as inactive or inconclusive.

Sample of the layout:
SMILES | RXFP1 agonist | TRHR PAM | D1 PAM | D1 antag | Anesthetic bind | TRHR ag | D1 ag | RXFP1 antag | D2 PAM
Cc1cccc(N2CCN(Cc3nnc(-c4ccccc4C)o3)CC2C)c1 (stereo not given) | -1.7% | -1 | -3 | -3 | -11% | -1.1 | 1 | -9 | -3
Cc1ccc(-n2c3c(cc(-c4nc(-c5ccc(Cl)cc5)cs4)c2=O)C(=O)CC(C)(C)C3)cc1 | 5.4% | 9 | -1 | -19 | -2% | 0.8 | 1 | -12 | -5
CN(C)c1ccc(/C=c2\sc3n(c2=O)CCCN=3)cc1 | -2.3% | 2 | -4 | 3 | -10% | 13 | 46* | -13 | 3

Results (from the top)
SMILES | RXFP1 agonist | TRHR PAM | D1 PAM | D1 antag | Anesthetic bind | TRHR ag | D1 ag | RXFP1 antag | D2 PAM
Cc1cccc(N2CCN(Cc3nnc(-c4ccccc4C)o3)CC2C)c1 (stereo not given) | -1.7% | -1 | -3 | -3 | -11% | -1.1 | 1 | -9 | -3
Cc1ccc(-n2c3c(cc(-c4nc(-c5ccc(Cl)cc5)cs4)c2=O)C(=O)CC(C)(C)C3)cc1 | 5.4% | 9 | -1 | -19 | -2% | 0.8 | 1 | -12 | -5
CN(C)c1ccc(/C=c2\sc3n(c2=O)CCCN=3)cc1 | -2.3% | 2 | -4 | 3 | -10% | 13 | 46* | -13 | 3
CC1CN(C(=O)Nc2ccc(C(=O)NCCc3ccccc3)cc2)c2ccccc2S1 (stereo not given) | -1.9% | 5 | -3 | 2 | 37%[activator] | -2.1 | 8 | -3 | 6
O=c1[nH]cnc2c1cnn2Cc1ccccc1Cl | -2.2% | -5 | -2 | 5 | 6% | 0.4 | 1 | 0 | -5
COc1ccc(C2CC(c3ccccc3)=NN2C(=O)CSc2nccc(=O)[nH]2)cc1 (stereo not given) | -0.3% | 3 | -6 | -8 | -20% | 0.5 | 2 | u | 11
C#CCNC(=O)C1=C[C@@H](c2ccc(Br)cc2)C[C@@H](OCc2ccc(CO)cc2)O1 | -0.1% | -2 | -4 | -31* | -9% | -0.2 | -5 | x | 8
O=C(C1CC(c2ccc(F)cc2)=NO1)N1CCCCC1 (stereo not given) | -0.4% | -2 | 3 | 27 | 3% | 0.1 | -2 | -13 | 21
O=C(Cc1nc2ccccc2s1)c1ccc(O)cc1O | 1.7% | -6 | -7 | -21 | -3% | 0.8 | 1 | x | -23
CC(C)NC(=S)N/N=C/c1sc(N2CCCCC2)nc1-c1cccs1 | 1.0% | -2 | -5 | 9 | -8% | 3.2 | 18 | -3 | 10
COCCN(C(=O)CCC(=O)Nc1ccccn1)C(C(=O)NCCC(C)C)c1ccc(C)cc1 (stereo not given) | -0.3% | -13 | -5 | 16 | 5% | -0.3 | 3 | 2 | -15
O=C(COC(=O)CNC(=O)c1ccc(Cl)cc1Cl)NCc1ccco1 | 0.5% | 4 | 1 | 0 | x | -0.3 | 0 | -7 | -2
Cn1cc(CNC(=O)C23CC4CC(CC(C4)C2)C3)cn1 | -1.5% | -4 | -5 | -5 | u | -0.5 | 2 | -13 | -2
CCc1ccc(NC(=O)C2CCCN(S(=O)(=O)c3ccc(F)cc3)C2)cc1 (stereo not given) | 1.7% | 17 | 12 | 1 | -15% | 0.5 | 0 | -27 | 14
Cc1ccc(C)c(Cn2nc(C)n3c(cc4cc(C)ccc43)c2=O)c1 | -0.4% | 7 | -1 | 13 | 3% | 1.2 | -2 | x | -5
COc1ccc(O)c(C=Nc2cc(C)on2)c1 | -1.7% | 5 | -1 | -3 | -2% | -0.6 | 2 | -14 | 4
COc1cc(/C=N/N2C(=O)c3ccccc3C2=O)ccc1O | 1.1% | 6 | 0 | -23 | -7% | -0.2 | 4 | x | 10
CS(=O)(=O)N(Cc1ccc(C(=O)NCCSCc2ccco2)cc1)c1ccccc1 | 2.4% | 4 | 0 | -3 | 2% | 0.4 | 2 | 3 | 4
Cc1cccc([C@@H](NC(=O)OC(C)(C)C)C(=O)OC(C)(C)C)c1 | 1.1% | 3 | 5 | x | x | 1.0 | -5 | x | -8
O=C(N/N=C/c1ccc(O)cc1O)C(=O)N/N=C/c1ccc(O)cc1O | 0.4% | 6 | 3 | 9 | -3% | 4.6 | 12 | -13 | 2

Sorted by the number under D1 antag (lowest first): 5 from the list above.
| molecule | D1 antag |
| --- | --- |
| Cn1cc(CNC(=O)C23CC4CC(CC(C4)C2)C3)cn1 | -5 |
| CS(=O)(=O)N(Cc1ccc(C(=O)NCCSCc2ccco2)cc1)c1ccccc1 | -3 |
| O=C(COC(=O)CNC(=O)c1ccc(Cl)cc1Cl)NCc1ccco1 | 0 |
| Cc1ccc(C)c(Cn2nc(C)n3c(cc4cc(C)ccc43)c2=O)c1 | 13 |
| COCCN(C(=O)CCC(=O)Nc1ccccn1)C(C(=O)NCCC(C)C)c1ccc(C)cc1 (stereo not given) | 16 |

Continued:
SMILES | RXFP1 agonist | TRHR PAM | D1 PAM | D1 antag | Anesthetic bind | TRHR ag | D1 ag | RXFP1 antag | D2 PAM
Cn1ncc([N+](=O)[O-])c1C(=O)NC1CCCCCC1 | 1.7% | 5 | 1 | -8 | -16% | 0.5 | 4 | 11 | -3
COC(=O)c1nc2ccccc2s1 | 0.6% | -2 | 6 | 8 | -10% | 0.5 | 2 | -6 | -12
Cc1cccc(C(=O)O/N=C(\N)c2ccc(Cl)cc2)c1 | -0.3% | -11 | -9 | -3 | 3% | -0.9 | 15 | -7 | -9
CC(C)(C)c1ccc(C(=O)NCCc2ccccc2)cc1 | -3.1% | -4 | 0 | -17 | 1% | -0.7 | 5 | -19 | 0
CC(C)n1c(SCC(=O)Nc2ccc(F)cc2)nnc1C1CC1 | 2.6% | -6 | 2 | -1 | -10% | -0.3 | 1 | 4 | 1
CCSc1nnc(NC(=O)COc2ccc(Cl)cc2)s1 | 0.8% | 3 | 6 | 5 | -4% | -0.3 | 6 | -6 | 1
C/C(=N/NC(=O)c1ccncc1)c1c[nH]c2ccccc12 | -0.8% | 29 | -12 | 4 | -4% | -0.5 | 2 | -2 | 10
C=CCc1ccccc1OCCSc1nc2ccc([N+](=O)[O-])cc2s1 | 5.4% | -2 | 1 | -13 | -15% | 1.1 | 18 | 2 | -5
Cc1cc(S(=O)(=O)N2CCN(C(=O)CCC(=O)N3CCOCC3)CC2)ccc1Br | 0.0% | -15 | -1 | -17 | 3% | -0.6 | 0 | 8 | 2
O=C(Cc1ccc(F)cc1)NCCc1cnc[nH]1 | -1.0% | 3 | -2 | -2 | 5% | 0.9 | 3 | -13 | 2
CCOc1cc(NC(=O)c2cccs2)c(OCC)cc1NC(=O)c1ccccn1 | -0.3% | -5 | 2 | 12 | -7% | 0.2 | 2 | 18 | 1
NC(=O)c1c(NC(=O)c2cccnc2Cl)sc2c1CCCC2 | 6.3% | 3 | -6 | 0 | -8% | 0.3 | -2 | -3 | -19
Cc1cc(SC(C)C(=O)NCC(=O)Nc2ccc(F)c(F)c2F)nc2ccccc12 (stereo not given) | 29% | 43* | 2 | 4 | -14% | 0.1 | 1 | -7 | -7
Cc1ccnc(NS(=O)(=O)c2ccc(NC(=O)C34CC5CC(CC(C5)C3)C4)cc2)n1 | 1.5% | 4 | 2 | x | -18% | -0.5 | 1 | 12 | 17
C[C@H]1CC[C@H]2C(=O)N3[C@H](c4cccc(N5CCCC5=O)c4)[C@@H](C)CC[C@H]3C(=O)N2[C@@H]1c1cccc(N2CCCC2=O)c1 | -1.2% | -4 | -2 | -13 | -5% | -0.9 | -2 | x | 7
c1ccc(-c2cc(-c3nc4ccccc4[nH]3)c3ccccc3n2)cc1 | 2.4% | -14 | -10 | -18 | -15% | 0.0 | 5 | -12 | -22
COC(=O)C1CCN(CCCOc2ccc(CN3CCN(c4ccc([N+](=O)[O-])cc4)CC3)cc2)CC1 | 0.8% | 2 | 3 | -15 | -14% | 1.8 | 11 | -18 | -15
O=C(CSc1cccc[n+]1[O-])c1ccccc1Br | -0.7% | 2 | -2 | -23 | -18% | 0.7 | -3 | -21 | -9
Cc1ccc(NC(=O)CN(C)C(=O)COC(=O)CNS(=O)(=O)c2ccc(F)c(F)c2F)cc1 | 2.8% | -10 | -2 | 2 | x | -0.7 | 5 | -16 | x
COc1ccc(NC(=O)CSc2nncn3c2cc2oc(C)cc23)cc1OC | 0.5% | -9 | -5 | -25 | 50%[activator] | 0.0 | 11 | -14 | 3
Cc1ccc(-c2nc3n(n2)C(c2ccccc2C)C=C(c2ccc(Cl)cc2)N3)cc1 (stereo not given) | -0.2% | 1 | -1 | -3 | 37% | -1.3 | 14 | x | -1
CCn1cc(S(=O)(=O)c2ccc(OC)cc2)c(=O)c2cc(F)c(N3CCN(C)CC3)cc21 | 0.1% | 15 | 1 | 5 | -13% | -0.2 | 2 | 16 | -7
COc1cccc(NC(=S)N(CCc2c(C)[nH]c3ccccc23)Cc2ccco2)c1 | 0.6% | -2 | -7 | -46* | -5% | 0.4 | -2 | x | -1
Cc1cc(C(=O)COC(=O)CC2Sc3ccccc3NC2=O)c(C)n1-c1ccc(Br)cc1 (stereo not given) | 0.3% | -2 | -6 | -9 | -21% | -0.6 | 5 | -1 | 4
CC(C)N1C(=O)S/C(=C/c2ccc3c(c2)n(C)c(=O)n3C)C1=O | 7.5% | -6 | -3 | 2 | -5% | -1.4 | -1 | 1 | 0
Clc1ccc(-c2nc3ccncc3[nH]2)cc1 | 2.5% | -2 | -3 | -11 | -7% | 0.2 | 1 | -13 | -12
CC(C)(C)NC(=O)C1Cc2ccccc2CN1S(=O)(=O)c1ccc(F)cc1 (stereo not given) | 3.4% | 2 | 1 | 5 | -12% | -0.1 | 0 | -7 | -1
CCOC(=O)c1sc(Nc2nc3c(OC)cccc3s2)nc1C | 4.4% | -15 | 1 | -5 | 91%[activator] | 0.6 | 0 | x | -4

An excerpt. The share of hits here may be higher or lower than overall.
